RGS4-Gao reg – modulates binding of RGS4 to human Galphao; P09471; Multiplexed bead flow cytometry; actives lie on both sides; binding response (% of control), % at 10 µM; 220,000 tested, 0.33% active; in the data active = binding response below about 49% or above about 150%; inactive = in between;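 also: fluorescent Galphao activated with aluminum fluoride binding bead-coupled RGS4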
Bim-Mcl-1 – human Bim-Mcl-1 interaction inhibition; Bead-based flow cytometry, Bim peptide-Mcl-1 binding; inhibition, % at 10 µM; 190,000 tested, 0.1% active; AID 1009;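 also: 0% = no compound tracer wells and 100% = peptide blocker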
RGS7-Gao – human RGS7-Galphao interaction regulation; Multiplexed bead flow cytometry, RGS7-Galphao binding; actives lie on both sides; binding response (% of control), % at 10 µM; 220,000 tested, 0.35% active; AID 1439; in the data active = binding response below about 49% or above about 150%; inconclusive = no clear call, values can overlap the other calls; inactive = in between;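 also: fluorescent Galphao held in activated GDP-AlF4 state binding bead-coupled RGS7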
Mcl1-Bid inh – Mcl-1/Bid interaction inhibition; TR-FRET Mcl-1/Bid-Dy647 peptide binding, 1536-well; inhibition, % at 21.7 µM; 220,000 tested, 0.97% active;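 active = compounds that cut the binding signal by more than half at the single screening dose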;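 also: His-tagged Mcl-1 with europium anti-His antibody binding Bid BH3 peptide; 0% = Mcl-1 plus peptide wells and 100% = peptide-only wells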
Bim-Bcl-XL – inhibitors of Bim-Bcl-XL interaction, human; Bim peptide-Bcl-XL binding, bead flow cytometry, fluorescence; inhibition, % at 10 µM; 190,000 tested, 0.04% active; AID 1007
Target sequence (Q07817 whole entry, looked up): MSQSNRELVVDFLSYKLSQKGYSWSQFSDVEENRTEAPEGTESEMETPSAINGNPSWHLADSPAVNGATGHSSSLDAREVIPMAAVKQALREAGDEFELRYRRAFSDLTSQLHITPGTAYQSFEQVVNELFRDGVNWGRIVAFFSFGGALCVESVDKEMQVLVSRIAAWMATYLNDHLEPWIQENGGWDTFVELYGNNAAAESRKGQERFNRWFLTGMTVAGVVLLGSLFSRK
Bfl-1 Bim block – human Bim-Bfl-1 interaction inhibition; Q16548; Bead-based flow cytometry, Bim-Bfl-1 binding inhibition; inhibition, % at 10 µM; 190,000 tested, 0.12% active;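 also: 0% = wells without compound plus tracer and 100% = blocker peptide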
Mcl1-Noxa inh – Mcl-1/Noxa interaction inhibition | inhibition, % at 21.7 µM | TR-FRET Mcl-1/Noxa peptide binding, 2 h | 220,000 tested, 1.5% active | Q07820 | AID 1022;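 active = compounds that cut the protein-peptide binding signal by more than 50% relative to plate controls in a single-dose test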;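 also: His-tagged Mcl-1 with rhodamine Noxa BH3 peptide and terbium anti-His antibody; 0% = Mcl-1 plus Noxa peptide wells and 100% = peptide-only wells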
Bim-Bcl-B – inhibitors of Bim-Bcl-B interaction, human; Q9HD36; bead-based flow cytometry, Bim peptide-Bcl-B binding; inhibition, % at 10 µM; 190,000 tested, 0.073% active;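 also: 0% = tracer peptide without compound and 100% = reference inhibitor peptide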
Target sequence (Q9HD36 whole entry, looked up): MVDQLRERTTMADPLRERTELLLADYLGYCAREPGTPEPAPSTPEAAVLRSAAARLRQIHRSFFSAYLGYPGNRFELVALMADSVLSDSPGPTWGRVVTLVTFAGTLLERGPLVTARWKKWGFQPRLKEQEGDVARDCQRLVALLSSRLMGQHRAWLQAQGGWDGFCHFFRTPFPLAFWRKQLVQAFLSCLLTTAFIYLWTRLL
RGS8-Gao – human RGS8-Galphao interaction regulation | P09471 | response (percent of control binding), % at 10 µM | AID 1423 | 220,000 tested, 0.34% active | multiplexed bead flow cytometry, RGS8-Galphao binding; actives lie on both sides; in the data active = response below about 60% or above about 140%; inactive = in between;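 also: Galphao activated as the GDP aluminium fluoride complex binding bead-coupled RGS8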
Bcl-2 Bim block – inhibitors of Bim-Bcl-2 interaction, human | P10415 | Bead-based flow cytometry, Bim peptide-Bcl-2 binding | inhibition, % at 10 µM | 190,000 tested, 0.06% active | AID 950; in the data active = inhibition above about 40%; inconclusive = no clear call, values can overlap the other calls;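 also: 0% = no compound wells with probe peptide and 100% = reference peptide inhibitor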
Target sequence (P10415 whole entry, looked up): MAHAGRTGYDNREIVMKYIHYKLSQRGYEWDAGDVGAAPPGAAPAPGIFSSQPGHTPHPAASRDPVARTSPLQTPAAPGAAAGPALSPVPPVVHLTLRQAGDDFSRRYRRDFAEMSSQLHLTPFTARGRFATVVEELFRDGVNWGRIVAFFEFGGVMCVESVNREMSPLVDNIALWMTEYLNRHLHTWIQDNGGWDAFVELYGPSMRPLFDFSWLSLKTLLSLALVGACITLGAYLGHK
Bcl-W Bim block – inhibitors of Bim-Bcl-W interaction, human; Q92843; bead-based flow cytometry, Bim peptide-Bcl-W binding; inhibition, % at 10 µM; 190,000 tested, 0.02% active; AID 952;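 also: 0% = bound tracer without compound and 100% = peptide blocker; higher means less fluorescent Bim peptide bound to Bcl-W beads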
Target sequence (Q92843 whole entry, looked up): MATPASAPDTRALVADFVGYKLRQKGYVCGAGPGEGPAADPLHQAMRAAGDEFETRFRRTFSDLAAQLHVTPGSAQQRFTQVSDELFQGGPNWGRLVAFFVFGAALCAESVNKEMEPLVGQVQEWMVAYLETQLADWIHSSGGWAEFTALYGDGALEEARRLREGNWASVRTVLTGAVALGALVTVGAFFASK
* = called active by the depositor; ? = inconclusive; . = no result given; & = joins results of further samples. Rule as the data show it, unless noted: active = inhibition above about 40%.

SMILES	RGS4-Gao reg	Bim-Mcl-1	RGS7-Gao	Mcl1-Bid inh	Bim-Bcl-XL	Bfl-1 Bim block	Mcl1-Noxa inh	Bim-Bcl-B	RGS8-Gao	Bcl-2 Bim block	Bcl-W Bim block
COCCNc1c([N+](=O)[O-])c(=O)n(-c2ccccc2)c2ccccc12	97.4	-1.0	101.3	-25.1	-3.0	0.0	9.0	-2.0	103.5	2.0	-3.0
CCCOc1cccc(C(=O)NC(=S)Nc2ccccc2)c1	99.1	-6.0	94.9	-14.9	-7.0	-5.0	10.1	-9.0	101.9	-3.0	-5.0
COc1ccc(NS(=O)(=O)c2ccc3c(c2)Cc2ccccc2-3)cn1	96.0	-1.0	94.3	-19.0	-3.0	-12.0	4.9	-8.0	98.1	-11.0	-1.0
O=C(O)c1ccc(CSc2nnc(-c3ccncc3)n2-c2ccc(Cl)cc2)cc1	103.0	-1.0	103.5	-48.0	-4.0	-4.0	3.9	-6.0	104.5	-3.0	-4.0
Cc1ccc(C)c(NC(NC(=O)c2ccccn2)C(Cl)(Cl)Cl)c1 (centres undefined)	95.0	1.0	93.2	-14.8	0.0	5.0	-11.3	3.0	96.3	0.0	-2.0
CC(/C=N/NC(=O)CSc1nc(C)cc(C)n1)=C\c1ccccc1	100.9	-3.0	102.0	-61.5	-6.0	-4.0	2.3	-6.0	101.3	-4.0	-5.0
COc1ccc(N(CC(=O)NCc2cccnc2)S(=O)(=O)c2ccc(C)c([N+](=O)[O-])c2)cc1	101.7	0.0	103.5	-13.1	-2.0	-3.0	8.6	-4.0	101.6	-4.0	-3.0
Cc1ccc2[nH]c3c(=O)n(N)c(=O)[nH]c3c2c1	103.6	.	?	-29.6	.	.	-9.0	.	101.3	.	.
O=c1c2[nH]c3ccccc3c2nc2n1CCCS2	101.8	1.0	107.9	-22.0	0.0	-6.0	5.4	-4.0	104.1	-4.0	-1.0
O=S(=O)(c1cccc(NC(=S)N2CCN(c3ccccc3)CC2)c1)C(F)F	106.2	-6.0	100.8	-96.5	-4.0	-1.0	8.8	-36.0	102.2	-1.0	-2.0
CCN(CC)c1ccc(N2C(=O)/C(=C\c3cccnc3)SC2=S)cc1	86.3	1.0	96.0	-8.1	0.0	-4.0	7.3	1.0	92.0	0.0	-3.0
O=C(COC(=O)c1ccccc1C(=O)c1ccccc1)NCCc1ccccc1	101.7	-5.0	97.6	-2.6	-10.0	-8.0	-4.2	-16.0	100.9	-7.0	-6.0
C=CCc1cc2c(oc(=O)c3ccccc32)c(C)c1O	103.6	1.0	106.5	-19.6	1.0	-2.0	8.6	2.0	107.3	-8.0	2.0
CC(C)(C)c1nnc2cccc(Cl)n12	93.9	-2.0	96.8	-8.2	-2.0	-5.0	1.8	-2.0	98.3	-4.0	-2.0
Cc1ccc(S(=O)(=O)Cc2ccc(C(=O)N3CCCCCC3)o2)cc1	100.3	-2.0	99.0	-14.3	-5.0	-14.0	9.1	-8.0	101.5	-16.0	0.0
CCN(CC)CC#CCC1(O)c2ccccc2-c2ccccc21	90.6	-2.0	100.9	0.5	-2.0	-1.0	2.5	-3.0	92.4	-2.0	-1.0
COc1cc(/C=C(/C#N)c2ccccc2)ccc1Oc1ccc([N+](=O)[O-])cn1	100.5	3.0	102.0	-12.6	19.0	-10.0	-12.8	-3.0	100.8	-3.0	3.0
CCCCC(CC)C(=O)NCc1ccccc1OC (centres undefined)	100.0	-7.0	101.0	-21.4	-10.0	-25.0	1.5	-8.0	100.5	-12.0	-3.0
CCCCOc1ccc(/C=C/C2=CC(C)(C)NC(=S)N2)cc1OCC	100.8	-1.0	?	-13.8	-2.0	1.0	2.0	-12.0	97.4	0.0	-4.0
Cc1ccc2nc(-c3ccc(SCC(=O)Nc4nnc(C)s4)nc3)[nH]c2c1	96.1	-4.0	99.9	70.1*	-10.0	-15.0	68.2*	-11.0	100.1	-5.0	-9.0
O=C(CSc1cc(Cl)ccc1Cl)NC1CCCc2ccccc21 (centres undefined)	101.2	-2.0	97.0	-12.6	-5.0	-1.0	-9.8	-5.0	102.4	0.0	-3.0
Cc1ncsc1C(=O)O	97.6	-1.0	96.5	-12.8	-2.0	5.0	-1.1	0.0	102.0	0.0	0.0
CCN(CC)c1ccc(N)cc1S(=O)(=O)Nc1ccc(OC)cc1	90.6	.	?	-37.1	.	.	-3.3	.	96.3	.	.
COc1ccc(C(c2nnnn2Cc2ccccc2)N2CCN(C(=O)c3ccco3)CC2)cc1 (centres undefined)	96.0	-2.0	98.9	-34.2	0.0	0.0	-5.3	0.0	97.0	0.0	0.0
CC(OC(=O)C1CC1)C(=O)Nc1cc(C(F)(F)F)ccc1Cl (centres undefined)	100.0	0.0	96.6	-23.4	1.0	0.0	3.4	-1.0	100.4	2.0	0.0
O=c1c(-c2cccc3ccccc23)[n+]([O-])c2ccccc2n1O	103.8	-1.0	102.4	15.9	-2.0	0.0	32.8	1.0	98.7	1.0	0.0
Cc1nn(-c2cccc(Cl)c2)nc1C(=O)O	101.4	1.0	96.3	8.2	0.0	-1.0	19.8	2.0	102.8	-3.0	0.0
c1ccc2nc(-c3ccncc3)ccc2c1	99.8	-2.0	99.7	-25.2	-9.0	-15.0	-4.5	-11.0	101.1	-9.0	0.0
COc1cc(CN2CCC(C(=O)N3CCC(C)CC3)CC2)cc(Br)c1O	100.3	3.0	99.2	44.0	-10.0	-12.0	39.7	-8.0	102.8	-5.0	0.0
c1ccc(-c2nnc(CN3CCN(c4ccccc4)CC3)o2)cc1	104.7	0.0	?	-42.2	-2.0	-6.0	10.1	1.0	103.0	-2.0	0.0
COc1ccc(C2(C(=O)N3CCCC3)CCOCC2)cc1OC	98.8	-3.0	96.2	-2.4	-3.0	-10.0	-0.1	-7.0	100.5	-9.0	0.0
O=C1c2ccccc2S(=O)(=O)N1Cc1nc2ccccc2s1	88.4	-1.0	92.5	-28.5	-3.0	-2.0	3.8	-4.0	98.3	-6.0	-5.0
Cc1ccc(OCC(=O)N2N=C(c3ccc(Cl)cc3)CC2c2ccco2)c([N+](=O)[O-])n1 (centres undefined)	99.9	2.0	?	-0.2	2.0	0.0	11.7	0.0	102.7	-1.0	2.0
Cc1c(C)n(C(=O)CSc2ncn[nH]2)c2ccccc12	104.7	2.0	104.5	-86.2	-1.0	-12.0	2.5	-6.0	103.1	-7.0	2.0
COc1cccc(N2CCN(CC(=O)C34CC5CC(CC(C5)C3)C4)CC2)c1	101.0	0.0	98.6	-12.3	-9.0	-11.0	4.5	-11.0	102.1	-9.0	-1.0
O=S(=O)(N/N=C/c1cn(Cc2ccccc2)c2ccccc12)c1ccccc1	100.4	0.0	102.4	-21.1	-2.0	-1.0	-4.3	-1.0	100.6	-2.0	-3.0
CCOC(=O)N1CCC(N2C(=O)c3ccccc3C2Nc2cc(OC)c(OC)c(OC)c2)CC1 (centres undefined)	100.5	-5.0	100.7	-32.6	-9.0	-7.0	0.6	-10.0	101.4	-9.0	-7.0
CC1CCc2c(sc(NC(=O)CCCn3cnc([N+](=O)[O-])n3)c2C(N)=O)C1 (centres undefined)	100.6	0.0	?	-24.8	-2.0	-3.0	13.6	-4.0	102.2	-2.0	0.0
CCOC(=O)C1CCCN(C(=O)CCn2nc(-c3ccccc3)ccc2=O)C1 (centres undefined)	99.0	-1.0	102.8	-6.5	-1.0	-1.0	10.6	-2.0	101.3	-2.0	-2.0
O=C(COC(=O)c1cc(=O)[nH]c2ccccc12)c1ccc(Br)cc1	100.8	.	?	-54.4	.	.	10.4	.	98.5	.	.
Cc1cccc(C)c1NS(=O)(=O)c1ccc2c(c1)NC(=O)CO2	99.3	-4.0	104.8	-0.5	0.0	-5.0	2.4	-5.0	100.3	-1.0	-2.0
CC(C)(C)OC(=O)N[C@H](Cc1ccccc1)C(=O)N1CCC(C(=O)O)CC1	102.1	0.0	104.7	-9.1	-6.0	-14.0	-13.3	-7.0	101.5	-7.0	-2.0
COc1ccc(Cl)cc1-c1nc(SCC(=O)NC2CC2)n[nH]1	99.6	0.0	?	-17.7	3.0	7.0	6.2	8.0	103.0	3.0	2.0
CCOC(=O)C12CNC(=O)C(C(=O)OCC)(CNC1=O)C2	99.4	-3.0	99.4	0.2	-4.0	-13.0	9.0	-8.0	99.3	-9.0	-3.0
CCOC(=O)C(=NCCCN(C)C)NNc1cc(C(F)(F)F)ccc1Cl	89.8	0.0	81.4	-25.9	-2.0	-3.0	-5.6	-5.0	92.5	0.0	-1.0
CCn1c(=O)n(CC)c2cc(S(=O)(=O)Nc3ccccc3C)c(C)cc21	106.0	-7.0	124.2	-5.1	-12.0	-17.0	.	-12.0	101.8	-11.0	-2.0
Cc1cc(NC(=O)CSc2nccn2-c2ccc([N+](=O)[O-])cc2)no1	103.5	-24.0	101.5	15.9	-15.0	-2.0	20.9	-4.0	105.9	0.0	-9.0
O=C(Oc1cccc(C(=O)N2CCOCC2)c1)c1ccc(Br)cc1	105.2	1.0	103.4	-3.2	-1.0	-6.0	-1.6	-3.0	103.3	0.0	1.0
CC(=O)Nc1ccc(OCC(O)Cn2c3ccccc3c3ccccc32)c(C)c1 (centres undefined)	101.7	-2.0	102.3	0.6	-2.0	-10.0	1.0	-6.0	102.2	-6.0	6.0
COc1ccc(C(=O)OCC(=O)Nc2sccc2C(N)=O)cc1OC	99.1	.	?	-9.6	.	.	-4.5	.	101.8	.	.
Cc1ccc(C(=O)CSc2nnc(-c3snnc3C)n2C2CC2)cc1	97.9	.	?	-4.2	.	.	2.7	.	100.9	.	.
CCOC(=O)C1=C(C)NC(=S)NC1c1ccc(OC(=O)c2ccco2)cc1 (centres undefined)	108.0	-8.0	105.5	-22.6	-2.0	-1.0	3.3	-2.0	92.5	-1.0	-2.0
COCc1nnc(SCC(=O)NCc2ccccc2)n1-c1ccccc1	102.2	0.0	105.5	-20.8	-5.0	-9.0	-1.7	-7.0	102.3	-6.0	0.0
CCOc1ccc(CN(C)C(=O)c2cccnc2OCC)cc1OC	108.1	0.0	?	-28.7	-1.0	-5.0	18.2	-4.0	103.8	-1.0	0.0
CCCn1c(N)c(C(=O)CSc2nnc(-c3ccco3)n2Cc2ccccc2)c(=O)[nH]c1=O	95.9&102.6	-1.0&0.0	98.2&104.5	-3.2	0.0&0.0	-2.0&-1.0	27.9	-6.0&-1.0	97.8&108.1	-8.0&-1.0	-2.0&-3.0
Cc1ccc(/C=N/NC(=O)COc2ccccc2-c2ccccc2)cc1	95.5	-3.0	96.7	4.0	-6.0	-1.0	22.6	-4.0	78.9	-1.0	-2.0
COc1cccc(-c2nnc3sc(-c4ccccc4)nn23)c1	100.2	-1.0	102.8	-10.1	-2.0	8.0	11.2	4.0	103.7	3.0	-4.0

Source: PubChem (several laboratories)
